MBD2 DNA inh – inhibitors of MBD2 binding to methylated DNA, primary screen, biochemical, TR-FRET, DNA-binding domain, human. MBD2 binding to methylated oligonucleotide. inhibition, % at 4.4 µM. actives 0.31% (n = 370,000). AID 686964, 2013; in the data active means inhibition above about 13%
ASAP1 inh – inhibitors of human ASAP1 ArfGAP activity, primary screen, biochemical, fluorescence polarization; Arf-GAP with SH3 domain, ANK repeat and PH domain-containing protein 1 (Homo sapiens), …; ASAP1-stimulated ARF1 GTP hydrolysis, GDP FP detection; inhibition, % at 16.5 µM; actives 0.19% (n = 360,000); in the data active means inhibition above about 25%;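 further: 0% = vehicle with enzyme and substrate and 100% = no enzyme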
proKLK7 act – proKLK7 zymogen activators, primary screen, biochemical, fluorescence intensity; purified proKLK7, EDANS-DABCYL substrate fluorescence; 100% is mature enzyme control, 0% vehicle; Kallikrein-7 (Homo sapiens), P49862; actives 0.9% (n = 370,000); activation, % at 7 µM;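 active means activation above the mean of all tested compounds plus 3 SD, computed per campaign excluding outliers beyond control limits, cut at about 13% in these data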
ARFGAP1 inh – inhibitors of rat ARFGAP1 GAP activity, primary screen, biochemical, fluorescence polarization, GDP tracer; ADP-ribosylation factor GTPase-activating protein 1 (Rattus norvegicus), Q62848; Arfgap1-stimulated ARF1 GTP hydrolysis, GDP FP detection; inhibition, % at 16.5 µM; actives 0.26% (n = 360,000);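 active means inhibition above a per-plate limit, mean inhibition of low control wells plus 3 SD, cut at about 25% in these data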;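 further: 0% = DMSO wells with enzyme and 100% = wells lacking Arfgap1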
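Material – truncated rat Arfgap1 GAP domain · Buffer or medium – HEPES-based buffer, pH 7.5 · Reagent – human ARF1(Δ1-17)-GTP substrate · Dosing – 16.5 µM single point, 1.26% DMSO · Schedule – GTP hydrolysis reaction 2 h at 25 °C · Technique – GDP detection by fluorescence polarization · Benchmarks – No-Arfgap1 wells (100%) versus DMSO full-reaction wells (0%) · Repeats – single replicate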
DDE Tn7 FP inh – inhibitors of Tn7 peptide binding to fibrin DD(E), primary screen, biochemical, fluorescence polarization, human fibrin, Tn7 probe; Fibrinogen beta chain (Homo sapiens), P02675; FP displacement of FITC-Tn7 peptide from fibrin DD(E); 0% = median of compound wells per plate; inhibition, % at 8.3 µM; actives 0.13% (n = 370,000); AID 720508, 2013;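 active means inhibition above the mean of compounds falling within the control limits plus 3 SD of them, cut at about 14% in these data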;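 further: 0% = plate median of compound wells and 100% = 10 µM Aha-Tn7 peptide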
Target sequence (P02675 whole entry, looked up): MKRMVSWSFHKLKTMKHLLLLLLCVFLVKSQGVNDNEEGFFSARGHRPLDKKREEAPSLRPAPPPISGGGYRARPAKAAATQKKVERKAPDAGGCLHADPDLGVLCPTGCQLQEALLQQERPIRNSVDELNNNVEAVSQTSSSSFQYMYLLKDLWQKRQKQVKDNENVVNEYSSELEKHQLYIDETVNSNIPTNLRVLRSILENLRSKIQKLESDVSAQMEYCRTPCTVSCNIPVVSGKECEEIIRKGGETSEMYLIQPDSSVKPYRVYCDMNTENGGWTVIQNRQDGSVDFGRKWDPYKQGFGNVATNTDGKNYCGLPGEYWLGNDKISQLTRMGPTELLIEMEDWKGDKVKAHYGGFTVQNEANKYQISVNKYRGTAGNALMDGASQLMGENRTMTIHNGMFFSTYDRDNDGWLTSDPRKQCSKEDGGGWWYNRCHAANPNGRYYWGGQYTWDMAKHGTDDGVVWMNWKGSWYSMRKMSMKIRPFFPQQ
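Test system – human fibrin DD(E) · Times – 10 min preincubation, 3 h with tracer, room temperature · Detection – fluorescence polarization of the labelled Tn7 tracer · Measure – percent inhibition normalized to high-control wells · Benchmarks – high control wells with 10 µM unlabelled Aha-Tn7 peptide (full inhibition) · Repeats – singlicate testing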
DDE Tn6 FP inh – inhibitors of Tn6 peptide binding to fibrin DD(E), primary screen, biochemical, fluorescence polarization, human fibrin, Tn6 probe; Fibrinogen beta chain (Homo sapiens), P02675; Fibrin DD(E) TRITC-Tn6 fluorescence polarization displacement; inhibition, % at 8.3 µM; actives 0.21% (n = 370,000);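 active means inhibition above a per-campaign cutoff: mean of compounds within control limits plus 3 SD, cut at about 15% in these data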;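 further: 0% = median of all compound wells on the plate and 100% = blocking peptide control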
ADAM17 inh – ADAM17 inhibitors, primary screen, biochemical, QFRET; AID 720648, 2013; recombinant ADAM17, EDANS/DABCYL FRET peptide cleavage; Disintegrin and metalloproteinase domain-containing protein 17 (Homo sapiens), P78536; actives 0.83% (n = 370,000); inhibition, % at 6.95 µM;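 active means inhibition above the mean of compounds lying between control limits plus 3 SD, set per campaign, cut at about 8.5% in these data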;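 further: 0% = DMSO-only wells as the low control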
Target sequence (P78536 215-824 limits assumed): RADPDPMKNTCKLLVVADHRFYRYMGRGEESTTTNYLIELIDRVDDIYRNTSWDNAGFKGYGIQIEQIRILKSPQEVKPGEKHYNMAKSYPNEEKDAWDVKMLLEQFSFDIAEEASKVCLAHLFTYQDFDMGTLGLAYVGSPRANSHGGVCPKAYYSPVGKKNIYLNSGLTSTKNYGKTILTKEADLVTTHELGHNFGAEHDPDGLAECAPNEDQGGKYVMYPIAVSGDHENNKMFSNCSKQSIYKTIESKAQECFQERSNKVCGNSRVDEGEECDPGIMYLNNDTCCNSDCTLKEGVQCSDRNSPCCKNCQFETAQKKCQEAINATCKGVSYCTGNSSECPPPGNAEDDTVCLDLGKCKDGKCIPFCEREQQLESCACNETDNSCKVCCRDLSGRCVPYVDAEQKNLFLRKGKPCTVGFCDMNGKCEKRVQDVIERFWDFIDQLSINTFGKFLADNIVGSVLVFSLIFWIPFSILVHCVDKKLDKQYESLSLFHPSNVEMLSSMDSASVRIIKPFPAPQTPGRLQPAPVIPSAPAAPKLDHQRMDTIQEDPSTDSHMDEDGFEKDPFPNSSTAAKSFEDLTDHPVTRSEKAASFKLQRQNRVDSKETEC
PLC-beta3 inh – human PLC-beta3 inhibitors, primary screen, biochemical, fluorescence. 1-phosphatidylinositol 4,5-bisphosphate phosphodiesterase beta-3 (Homo sapiens), Q01970. Purified PLC-beta3, fluorogenic substrate. inhibition, % at 12.2 µM. actives 0.18% (n = 370,000). AID 720704, 2013; in the data active means inhibition above about 11%;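 further: 0% = median of compound wells on plate and 100% = full blocker control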
UHRF1 MBD2 ctr – UHRF1 methylated DNA binding inhibitors, primary screen, counter-screen for MBD2 inhibitor project, biochemical, TR-FRET, human UHRF1, single concentration. E3 ubiquitin-protein ligase UHRF1 (Homo sapiens), Q96T88. UHRF1 binding to methylated oligo. inhibition, % at 4.4 µM. actives 0.75% (n = 370,000); in the data active means inhibition above about 21%;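 further: UHRF1 SRA domain binding a hemimethylated CpG hairpin DNA probe; 0% = median of test compound wells and 100% = reference inhibitor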
PLCg1 inh – PLC-gamma1 enzyme inhibitors, primary screen, biochemical, fluorescence, purified enzyme; 1-phosphatidylinositol 4,5-bisphosphate phosphodiesterase gamma-1 (Homo sapiens), P19174; fluorogenic substrate; inhibition, % at 12.2 µM; actives 0.84% (n = 370,000); AID 720700, 2013; in the data active means inhibition above about 9.5%
The depositor's hits bear a star; i = inactive; · = not tested or not shown.

SMILES	MBD2 DNA inh	ASAP1 inh	proKLK7 act	ARFGAP1 inh	DDE Tn7 FP inh	DDE Tn6 FP inh	ADAM17 inh	PLC-beta3 inh	UHRF1 MBD2 ctr	PLCg1 inh
O=C(Cc1cccc2ccccc12)Nc1ccc2oc(-c3ccccc3)nc2c1	1	-10	-5.8	11	2	-10	-13	-27	-1	-21
CC1(C(=O)Nc2ccc3c(c2)OCO3)CCN1C(=O)Cc1cccs1 (stereo unspecified)	-1	-17	0.0	3	1	0	1	5	0	-1
Cc1ccc(NC(=O)CSc2ncc(S(=O)(=O)c3ccccc3)c(=O)[nH]2)cc1C	-5	-4	-0.3	4	-1	6	4	-4	0	3
Cc1ccc(N(CC(=O)NCc2ccc(F)cc2)C(=O)CCC(=O)Nc2ccccn2)cc1C	1	-1	0.9	5	-3	7	5	-2	-1	2
COC(=O)Cc1c[nH]c2cccc(OCC(O)CN(Cc3ccccc3)C(C)C)c12 (stereo unspecified)	4	8	0.6	-12	-1	-4	-3	-3	3	1
COc1ccc(NS(=O)(=O)c2cccc(C(=O)N3CCN(Cc4cc(OC)ccc4OC)CC3)c2)cc1	2	12	0.2	-11	6	1	1	-9	1	2
Cc1ccc(CNC(=O)C2CCCN2S(=O)(=O)c2ccc(F)cc2)cc1 (stereo unspecified)	-4	5	-0.3	-10	3	-5	0	-2	0	7
O=[N+]([O-])c1cccc(C(=S)N2CCN(c3ccc(F)cc3)CC2)c1	-1	0	-0.7	3	1	1	-1	0	-4	1
CC(=O)c1ccc(C(=O)N(CCN(C)C)c2nc3c(Cl)cccc3s2)cc1	4	7	-0.3	2	7	-3	-8	-6	1	2
O=C(Nc1ccccn1)c1cc(-n2cnnc2)ccc1Cl	-1	8	-0.1	10	0	7	-2	0	1	-2
C=C1CC2(CC(c3ccccc3)OC(c3ccccc3)C2)OC1=O (stereo unspecified)	-1	-1	0.1	-12	-3	-11	9.6*	10	4	13*
CCOC(=O)c1cc(-c2ccccc2)n(Cc2cc(CC)no2)n1	-3	-11	0.1	-3	1	6	-3	-1	-1	1
CN(C)c1ccc(Nc2nc(N)c3ccccc3n2)cc1	-5	-6	0.4	10	1	4	-3	-7	-3	-3
COc1ccc(N2CC(C(=O)N3CCCC(C)C3)CC2=O)cc1 (stereo unspecified)	4	7	-0.2	-1	4	1	-6	-5	0	0
COc1cc(C(=O)N[C@H](C(=O)NC(C)C23CC4CC(CC(C4)C2)C3)C(C)C)cc(OC)c1OC (stereo partly specified)	-3	-5	-0.2	11	-4	2	2	2	-1	8
O=C(Cc1c[nH]c2ccccc12)Nc1ccc(N2CCOCC2)cc1	2	-11	0.6	-6	-2	0	-3	-9	6	-3
CCCC(=O)Nc1nnc(SCC(=O)NCc2ccc3c(c2)OCO3)s1	-2	-3	0.3	6	-4	-5	-4	-7	2	0
CC(C)(C)c1ccc(C(=O)NNC(=O)CCc2ccccc2)cc1	5	-3	-0.5	6	-4	-1	-3	-5	-2	0
c1ccc(-c2cnc(CSc3nnc4ccccn34)o2)cc1	1	-1	0.3	-1	11	1	-14	-8	1	-8
COc1ccc(Oc2cc(NN3CCCCC3)c([N+](=O)[O-])cc2[N+](=O)[O-])cc1OC	4	1	0.1	8	-3	-2	0	2	-1	0
COc1ccc(NC(=S)NCc2ccc(S(N)(=O)=O)cc2)c(OC)c1	8	-2	0.0	9	-5	-4	-5	0	1	0
O=[N+]([O-])c1ccc(-c2cn3ccccc3n2)cc1	-3	-6	-0.4	-4	1	2	-2	-2	-4	6
COc1cc(C(=O)Nc2cc(-c3nc4cc(C)ccc4o3)ccc2C)cc(OC)c1OC	-7	3	-0.7	-6	-3	6	-3	0	2	2
CC1CCC(C#N)(N(C)C(=O)CSc2nnc(C3CC3)n2C2CC2)CC1 (stereo unspecified)	2	-9	0.7	-1	-2	2	-1	-6	1	5
COc1ccc(S(=O)(=O)N2CCCCCC2)cc1NC(=O)CN1C(=O)NC(C)(c2ccc(C)cc2)C1=O (stereo unspecified)	-3	3	-0.4	1	-8	-12	2	-10	-3	-1
COc1ccc(Cc2nnc(NC(=O)CS(=O)(=O)c3ccccc3)s2)cc1OC	8	5	-1.1	3	3	0	1	-7	5	7
COc1ccc(Cl)cc1S(=O)(=O)n1cnc2ccccc21	0	1	-0.5	9	2	-1	-1	0	-1	-2
COc1ccc(C(=O)OCCN2CCN(C3=NS(=O)(=O)c4ccccc43)CC2)cc1OC	4	11	0.3	4	4	4	-4	-4	0	0
CCCCOC(=O)/C=C/c1c(C)[nH]c(=O)[nH]c1=O	-2	-3	0.1	5	-4	-3	-1	2	-1	2
Brc1ccc(CN2CCN(Cc3c[nH]c4ccccc34)CC2)cc1	-3	8	-0.1	6	1	3	0	-9	-1	2
CSc1ncccc1C(=O)N1CCN(S(=O)(=O)c2ccc(F)cc2)CC1	0	-3	0.7	2	5	-5	0	-4	4	-1
COc1cccc(CCNC(=O)c2cc(COc3ccc(C)c(C)c3)on2)c1OC	4	8	-0.1	6	-3	1	7	-3	-3	-1
COC(=O)c1ccc(C(=O)OC)c(NC(=S)N2CCCCC2C)c1 (stereo unspecified)	0	8	-4.3	3	-1	9	i	i	1	i
Cc1onc(-c2c(F)cccc2Cl)c1C(=O)N1CCc2ccccc2C1	1	4	-0.5	2	-4	-1	-1	1	-3	2
O=S(=O)(c1ccc(F)cc1)n1ccc(-c2cnc(-c3ccccc3)s2)n1	0	6	0.1	0	0	3	-4	1	-2	0
Cc1ccc(Nc2nc3nonc3nc2N(C)C)cc1	12	2	-0.3	3	-3	-2	1	3	19	3
N#Cc1ccc(S(=O)(=O)N2CCCCC2c2cc(C(=O)NCc3cccnc3)no2)cc1 (stereo unspecified)	0	-10	-0.2	-11	-1	2	-5	-9	0	2
CCOc1cc([N+](=O)[O-])cc(/C=C2/NC(=O)N(Cc3ccccc3F)C2=O)c1O	-5	10	0.1	14	5	2	0	-5	-8	2
CCCc1cc(=O)[nH]c(Nc2ccc(Cl)cc2)n1	-3	-10	0.0	19	3	2	1	-5	3	0
O=C(OCn1nnc2ccccc2c1=O)c1ccc(Br)o1	-4	7	0.6	14	0	-2	-3	2	0	2
COc1ccc(C(=O)O/N=C(\N)Cc2cccs2)cc1OC	-2	-1	-0.1	-8	-2	-2	-1	-3	-3	-1
CCc1ccc(/C=C(\C#N)C(=O)NC2CCS(=O)(=O)C2)cc1 (stereo unspecified)	-3	-2	0.1	4	-4	1	0	-2	-1	-1
Cc1ccc2oc(C(=O)N(CCO)Cc3ccccc3)c(C)c2c1	-2	5	0.0	9	7	2	-2	1	-2	3
CC(C)CCN(C)C1CCN(C(=O)Nc2ccccc2)CC1	1	·	-0.2	·	9	-1	-1	3	1	-2
CCOc1ccccc1NC(=S)N1CCC(c2nc3ccccc3o2)CC1	-4	-5	-0.4	2	12	-1	-3	-6	-2	0

An excerpt from above in order of their number in ARFGAP1 inh, highest first:
| SMILES | ARFGAP1 inh |
| --- | --- |
| CCOc1cc([N+](=O)[O-])cc(/C=C2/NC(=O)N(Cc3ccccc3F)C2=O)c1O | 14 |
| CSc1ncccc1C(=O)N1CCN(S(=O)(=O)c2ccc(F)cc2)CC1 | 2 |
| COc1ccc(C(=O)O/N=C(\N)Cc2cccs2)cc1OC | -8 |

(list continues)
SMILES	MBD2 DNA inh	ASAP1 inh	proKLK7 act	ARFGAP1 inh	DDE Tn7 FP inh	DDE Tn6 FP inh	ADAM17 inh	PLC-beta3 inh	UHRF1 MBD2 ctr	PLCg1 inh
Cc1cc(C)c2c(CCl)cc(=O)oc2c1	4	-12	0.2	3	3	9	-4	-10	-2	-2
CC(=O)c1ccc(Nc2ncnc3ccc(Br)cc23)cc1	1	8	0.4	11	-12	-7	2	-12	0	-9
CC(Oc1ccc(C#N)cc1)C(=O)c1ccc(F)c(F)c1 (stereo unspecified)	7	-4	0.1	1	10	-2	-1	-8	17	1
Nc1ccc(S(=O)(=O)NC2=NCCCCC2)cc1N	-2	6	0.2	-1	-5	1	-1	-14	0	-6
O=C(O)c1cc(NS(=O)(=O)c2ccc(F)cc2)cc(NS(=O)(=O)c2ccc(F)cc2)c1	4	5	-0.2	11	9	2	-1	-5	-2	-1
Cc1ccc(N(CC(=O)NC(C)C)C(=O)CCC(=O)Nc2ccccn2)c(C)c1	8	2	-0.5	5	-2	-3	-7	-3	0	0
O=C(O)COCC(=O)Nc1cc(C(F)(F)F)cc(C(F)(F)F)c1	-3	-5	-0.4	-4	5	4	-1	-7	3	-4
O=C(COC(=O)Cc1c(Cl)cccc1Cl)NCCC1=CCCCC1	-3	-8	0.5	8	6	-6	-3	-2	1	-1
Cn1c(=O)c2c(O)c(C=NCc3ccccc3)c(=O)n(C)c2n(C)c1=O	7	6	-0.8	8	-9	4	0	-5	1	-3
Cc1[nH]nc2c1C(c1ccccc1)C1=C(CC(C)(C)CC1=O)N2 (stereo unspecified)	1	10	·	-12	2	0	-107	-281	0	-224
CCOc1ccc(C(=O)NC2CCN(C(=O)N3CCCC3)CC2)cc1	2	-5	-0.4	1	3	2	-2	0	2	3
CCN1C(=O)[C@H]2[C@@H](c3ccc(C)cc3)N3C(=O)N(c4ccc(C(F)(F)F)cc4)C(=O)[C@@]3(Cc3ccccc3)[C@H]2C1=O	3	-2	-0.3	14	4	3	-4	2	0	2
O=C(CCc1nnc(Cc2c[nH]c3ccccc23)o1)NC(C1CC1)C1CC1	0	6	0.3	-10	-4	3	-2	2	2	-1
CN1CCN(C(=S)NC(=O)/C=C/c2cccs2)CC1	-6	-10	0.2	-4	-1	8	-1	-4	1	-1
CNC(=O)CSc1nc2cc(S(=O)(=O)Nc3ccc(OC)cc3)ccc2o1	-6	-8	-0.6	8	2	-2	1	-7	0	0
O=c1oc2ccccc2cc1-c1nc2ccccc2o1	-6	5	89*	-10	-2	2	i	i	-22	i
CC(C)n1c(Oc2ccc(F)cc2)nc2c1c(=O)n(C)c(=O)n2C	-3	1	-0.4	-2	-1	7	-1	4	-2	-2
